T cell HTS: modulates CD8 T cell binding to vesicles | 2C CD8+ T cell-vesicle binding, flow cytometry; hits give low values | calls only at 7 µM | actives 0.068% (n = 330,000) | AID 2052;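 active = response, share of CD8 T cells binding vesicles, and their 90th percentile fluorescence all below set limits, cut at about 80% in these data, passing the limit was not always enough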
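Assay system: 2C TCR transgenic mouse naive CD8+ T cells, MACS-purified | Read-out: CD8+ gate FL2 mean fluorescence as % of same-row positive control | Signal: High-throughput flow cytometry with anti-B7-1 and anti-CD8 staining | Timing: Binding step 1.5 h, 37 °C, antibody labelling 20 min, ice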
T cell HTS vesicle-bound %: second read-out of T cell HTS, no call of its own (marks repeat the call); double positive events, %; measured here: CD8+ vesicle-bound cell fraction;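 binding gate set so that unloaded-vesicle control wells show 10% double positive cells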
* = called active by the depositor; i = inactive. An excerpt, so the mix of outcomes need not match the whole.

SMILES	T cell HTS	T cell HTS vesicle-bound %
CCN(CC)S(=O)(=O)c1ccc2[nH]c(=O)cc(C(=O)N(C)C3CCS(=O)(=O)C3)c2c1 (stereo unspecified)	i	44.0
Brc1ccc(N=NNc2ccccc2)cc1	i	56.7
COc1cc(/C=C/C(=O)Nc2cccc(S(=O)(=O)NC3=NCCCCC3)c2)ccc1OCC#N	i	25.7
CCCC(C(=O)Nc1ccc(C)c(S(=O)(=O)N2CCOCC2)c1)c1ccccc1 (stereo unspecified)	i	36.9
CCOc1ccc(S(=O)(=O)NCCCn2ccnc2)cc1	i	48.4
CCCc1nnc(SCC(=O)Nc2nnc(CC)s2)n1CC1CCCO1 (stereo unspecified)	i	42.8
CCC(=O)Nc1c2c(nn1-c1ccccc1)CSC2	i	36.8
O=C(c1ccco1)N1CCN(C(=S)Nc2ccccc2Cl)CC1	i	22.9
Cc1ccc(S(=O)(=O)Nc2ccc(Cl)cn2)cc1	i	11.0
Cc1c(OC(C)C(=O)N2C[C@H]3C[C@@H](C2)c2cccc(=O)n2C3)ccc2c3c(c(=O)oc12)CCCC3 (stereo partly specified)	i	33.9
COc1ccc(S(=O)(=O)NCC2CC3C=CC2C3)cc1OC (stereo unspecified)	i	10.3
Cc1ccc(S(=O)(=O)N(C)C)cc1NC(=O)COC(=O)Cc1n[nH]c(=O)c2ccccc12	i	15.6
COCC(=O)Oc1c(S(=O)(=O)c2ccccc2)c(C)nn1C(C)(C)C	i	18.8
COc1ccc(CCNS(=O)(=O)c2cn(C)nc2C)cc1	i	32.9
O=S(=O)(c1cccs1)N1CCN(c2ccc(Cl)cc2)CC1	i	34.1
CC(=O)C[C@H](O)CC(=O)[C@@H]1OC(=O)CCCCCc2ccccc21	i	7.2
CCOC(=O)C1=C(COC(=O)c2cccs2)NC(=O)NC1C (stereo unspecified)	i	52.5
Cc1cccc(C)c1NC(=O)CN(C)C(=O)CCC(=O)c1ccccc1	i	5.9
CC(=O)N1CCN(C(=O)c2cc(-c3ccc(C)o3)nc3ccccc23)CC1	i	38.5
CCN(CC(=O)Nc1c(F)cccc1F)C(=O)c1ccc(-n2cncn2)c([N+](=O)[O-])c1	i	45.5
COc1ccc(C2=NOC(Cn3nc(-c4ccccc4)cc3C(=O)NCc3ccccc3OC)C2)cc1 (stereo unspecified)	i	11.3
Cn1c(O)c(N=Nc2ccccc2[N+](=O)[O-])c2ccccc21	i	61.6
O=C(CCC1CCCN(C(=O)c2ccc(F)c(F)c2)C1)N1CCN(c2ccccn2)CC1 (stereo unspecified)	i	12.9
CCOc1ccccc1/C=C/c1nc2ccccc2[nH]c1=O	i	49.7
COCCN(Cc1cc2ccc(C)cc2[nH]c1=O)S(=O)(=O)c1ccccc1	i	17.2
CCCN(CCC)c1nc(-c2ccccn2)nc2ccccc12	i	30.3
Cc1ccccc1NC(=O)NC1(C(=O)N2CCC(C(N)=O)CC2)CCCCC1	i	28.9
Cc1ccc(S(=O)(=O)NNC(=O)CCC(=O)Nc2ccccc2Cl)cc1	i	21.8
CCOc1ccc(NC(=O)CN(C)C(=O)CN2C(=O)NC3(CCCC3)C2=O)cc1OCC	i	24.2
COc1ccc(NC(=O)NC2(C(=O)N3CCCC3)CCCCC2)cc1	i	20.4
O=C(NC(=S)Nc1ccccc1)C1CCCCC1	i	21.8
O=C(c1cccc(S(=O)(=O)N2CCOCC2)c1)N1CCCC(C(F)(F)F)C1 (stereo unspecified)	i	32.3
COc1cccc(NC(=O)CN(C)C(=O)c2cc3ccccc3cc2OC)c1	i	18.2
Cc1nn(C(=O)CCC(=O)NCc2ccc(OC(C)C)cc2)c2ccccc12	i	12.9
CCn1cnc2c1c(=O)n(CC(=O)NN)c(=O)n2Cc1ccccc1	i	62.1
N#CCCn1cc(C(=O)Nc2ccc(C(=O)O)cc2)c(-c2cccc(Br)c2)n1	i	54.9
Cc1ccc(N(CC(=O)NC2CCCC2)C(=O)CCC(=O)Nc2nc(C)cs2)cc1	i	21.0
COc1ccc(Br)cc1CNC(=O)CCC(=O)n1nc(C)c2ccccc21	i	11.5
CC(=O)NCCC(=O)Nc1cc(S(=O)(=O)N2CCOCC2)ccc1N1CCCC1	i	54.6
CN(CCCC(=O)O)S(=O)(=O)c1ccc2c(c1)C(=O)c1cc(S(=O)(=O)N(C)CCCC(=O)O)ccc1-2	i	8.8
COC(=O)Oc1ccc(/C=N/NS(=O)(=O)c2ccccc2)cc1OC	i	47.6
COc1ccc(NC(=O)CSc2nccn2Cc2ccc(F)cc2)cc1	i	29.8
Cc1c(Cl)cccc1NC(=O)c1ccccc1-c1ccccc1C(=O)O	i	53.9
CC(C)(C)OC(=O)N1CCC[C@H]1C(=O)Nc1ccc(S(=O)(=O)C(F)F)cc1	i	8.1
COc1ccc(C2=NOC(C(=O)NCc3cccnc3)C2)cc1 (stereo unspecified)	i	63.8

Quoted at random: 6 records from the list, in no set order.
SMILES	T cell HTS	T cell HTS vesicle-bound %
CC(C)(C)OC(=O)N1CCC[C@H]1C(=O)Nc1ccc(S(=O)(=O)C(F)F)cc1	i	8.1
O=C(c1cccc(S(=O)(=O)N2CCOCC2)c1)N1CCCC(C(F)(F)F)C1 (stereo unspecified)	i	32.3
COc1ccc(C2=NOC(C(=O)NCc3cccnc3)C2)cc1 (stereo unspecified)	i	63.8
CN(CCCC(=O)O)S(=O)(=O)c1ccc2c(c1)C(=O)c1cc(S(=O)(=O)N(C)CCCC(=O)O)ccc1-2	i	8.8
Cc1c(Cl)cccc1NC(=O)c1ccccc1-c1ccccc1C(=O)O	i	53.9
Cc1ccc(N(CC(=O)NC2CCCC2)C(=O)CCC(=O)Nc2nc(C)cs2)cc1	i	21.0

Next section:
SMILES	T cell HTS	T cell HTS vesicle-bound %
CSc1ncccc1C(=O)N(C)CC(=O)Nc1ccc(Cl)cc1	i	28.9
O=C(Nc1ccnn1C1CCN(C(=O)c2ccc(C(F)(F)F)cc2)CC1)C1CC1	i	14.4
COCCCn1c(C(=O)NCCC2=CCCCC2)cc2c(=O)n3cccc(C)c3nc21	i	11.2
CN1CCN(c2nnc(-c3ccc(F)cc3)c3ccccc23)CC1	i	28.6
COCCCN(C(=O)CCOc1ccc(C)cc1)c1c(N)n(Cc2ccccc2)c(=O)[nH]c1=O	i	49.5
Nc1nonc1-n1nnc(C(=O)N/N=C/c2ccc(Cl)cc2Cl)c1CN1CCCC1	i	23.8
CC1(c2ccccc2)NC(=O)N(CC(=O)N2CCN(S(=O)(=O)c3ccccc3[N+](=O)[O-])CC2)C1=O (stereo unspecified)	i	12.4
COc1ccc(CNC(=O)COC(=O)C(CCSC)NC(=O)c2ccco2)cc1OC (stereo unspecified)	i	49.3
O=C(Nc1ccnn1C1CCN(CC2CC=CCC2)CC1)c1ccccc1Cl (stereo unspecified)	i	45.7
COc1cc(CNn2cn[nH]c2=S)ccc1OCC(=O)NC(C)(C)C	i	47.9
Cc1ccc(NC(=O)CSc2nc(=O)n(CCCN3CCOCC3)c3c2CCCC3)cc1	i	41.3
COc1ccc(CCNC(=O)CN2C(=O)C(=O)N(C3CCCC3)C2=O)cc1OC	i	24.9
Cc1ccc(NC(=O)NCCN2CCN(c3ccccc3)CC2)cc1Cl	i	30.3
Cc1ccc2c(c1)C(=O)N1[C@H]3c4cc(Cl)ccc4OC[C@@H]3[C@H](c3ccccc3)[C@]1(C)C(=O)N2	i	7.8
CN(CC(=O)Nc1ccc(F)c(F)c1F)C(=O)c1nn(Cc2ccccc2)c(=O)c2ccccc12	i	40.5

Exported field by field: part of the list above
COCCCN(C(=O)CCOc1ccc(C)cc1)c1c(N)n(Cc2ccccc2)c(=O)[nH]c1=O
  T cell HTS: i	T cell HTS vesicle-bound %: 49.5
Nc1nonc1-n1nnc(C(=O)N/N=C/c2ccc(Cl)cc2Cl)c1CN1CCCC1
  T cell HTS: i	T cell HTS vesicle-bound %: 23.8

The results go on.
SMILES	T cell HTS	T cell HTS vesicle-bound %
CCN1CCN(S(=O)(=O)c2ccc(Cl)c(C(=O)Nc3ccc(OC(F)F)cc3)c2)CC1	i	16.0
COc1ccc(NC(=O)CSc2ccccc2)cc1S(=O)(=O)N1CCOCC1	i	20.8
Nc1ncnc2nc(SCC(=O)Nc3cccc(C(F)(F)F)c3)[nH]c12	i	42.6
Cc1cc(C(=O)N/N=C/c2ccc([N+](=O)[O-])s2)c2ccccc2n1	i	11.9
CCn1cc(CN2CCCC(C(=O)Nc3cccc(-c4cc5ccccc5[nH]4)c3)C2)cn1 (stereo unspecified)	i	32.9
COc1ccc(CC(C)CC(=O)NCCc2ccc(OC)c(OC)c2)cc1 (stereo unspecified)	i	22.0
O=C(Cn1c(=O)c2cccn2c2cccnc21)NCCCN1CCN(c2ccc(F)cc2)CC1	i	42.1
Cc1ccc2c(c1)[C@H]1[C@H](CO2)[C@H](c2ccccc2)[C@]2(C)C(=O)N(CC3CCCO3)CC(=O)N12 (stereo partly specified)	i	22.1
COCCCNC(=O)CCc1nnc2ccc(N3CCC(C)CC3)nn12	i	53.8
COc1ccc(C(=S)N2CCOCC2)cc1OC(=O)c1ccc([N+](=O)[O-])cc1	i	18.9
CCCSCCCNC(=O)Cn1c(=O)c2cccn2c2ccccc21	i	31.0
O=C(Nc1ccc(N2CCOCC2)cc1N1CCOCC1)c1cccc([N+](=O)[O-])c1	i	3.1
O=C(Nc1ccc2c(c1)C(=O)NC2=O)c1cccc(C(F)(F)F)c1	i	38.8
COc1ccc(CCNc2nc(-c3ccc(O)cc3)cs2)cc1OC	i	43.2
O=C(NNC(=O)c1ccc(-n2cncn2)c([N+](=O)[O-])c1)c1ccc(Cl)cc1	i	34.4
CC1CCN(S(=O)(=O)c2ccc3c(c2)N(C)C(=O)CC(=O)N3C)CC1	i	28.6
NC(=O)Cn1c(=O)n(CC(=O)N2CCCCC2)c(=O)c2sccc21	i	31.5
COc1ccnc(CN(C)C(=O)C2CCC(=O)N(CCN(C)C)C2)c1 (stereo unspecified)	i	19.0
CCOc1ccc(Br)cc1C(=O)N/N=C/c1ccccn1	i	23.7
CC(Oc1ccc(F)cc1)C(=O)Nc1cc(C(F)(F)F)ccc1-n1cncn1 (stereo unspecified)	i	7.3
COc1ccc(N(C(=O)c2ccco2)C(C(=O)NC2CCCC2)c2ccc(N3CCOCC3)cc2)c(OC)c1 (stereo unspecified)	i	15.9
C=CCn1c(COc2ccccc2OC)nc2ccccc21	i	63.4
CC(=O)c1cccc(NC(=O)C(C)OC(=O)c2ccc3ncsc3c2)c1 (stereo unspecified)	i	35.3
COc1ccc(S(=O)(=O)N(CC(=O)NCc2ccco2)c2ccc(C)cc2)cc1OC	i	11.8
Cc1nn(CC(C)C)c(Cl)c1C(=O)N(c1ccc(Cl)cc1F)S(C)(=O)=O	i	35.4
O/N=C\c1ccc2noc(-c3ccc(Cl)cc3)c2c1	i	53.9
CC1CCN(c2nc3c(=O)[nH]c(N)nc3n2[C@@H]2O[C@H](CO)[C@@H](O)[C@H]2O)CC1	i	50.9
O=C(COC(=O)/C=C/c1cccc(Br)c1)NC1CC1	i	51.8
CC1(C)NS(=O)(=O)Oc2ccccc21	i	59.3
COc1ccc(C2CC(c3ccc(F)cc3)=NN2c2ccccc2)cc1OC (stereo unspecified)	i	69.2
Cc1c(Cl)cccc1NC(=O)N1CCN(C(=O)c2ccco2)CC1	i	17.8
COc1ccccc1NC(=O)COc1ccc(-c2nn(C)c(=O)c3ccccc23)cc1	i	20.8
CCOc1ccc(-c2cccc(NC(=O)c3ccco3)c2)nn1	i	51.9
COc1ccc(CCNC(=O)c2ccccc2-c2ccccc2C(=O)O)cc1OC	i	12.8
O=C(O)c1ccccc1-c1ccccc1C(=O)Nc1ccccc1Br	i	27.7
CCCc1cc(=O)[nH]c(SCC(=O)Nc2ccc(C)c(S(=O)(=O)N3CCCCC3)c2)n1	i	44.3
CCNC(=O)NC(=O)CSc1ccc(S(=O)(=O)N(C)C2CCCCC2)cn1	i	45.5
Cc1nc(NC(=O)C2CC2)sc1C(=O)Nc1cccc(Cl)c1	i	54.7
COCCCNC(=O)C(C)N1c2cccc3cccc(c23)S1(=O)=O (stereo unspecified)	i	57.0
Cc1ccc(NC(=O)COC(=O)c2nn(C)cc2Cl)cc1	i	22.4
COc1cccc(C(=O)N2CCC(n3nccc3NC(=O)C3CCOC3)CC2)c1 (stereo unspecified)	i	65.9
CCOc1ccccc1C(C(=O)NC1CCCCC1)N(C(=O)c1csnn1)C1CC1 (stereo unspecified)	i	37.3
O=C(CCN1C(=O)/C(=C/c2ccco2)SC1=S)Nc1ccc(O)cc1C(=O)O	i	39.0
O=C(NCc1cccs1)c1cc(S(=O)(=O)N2CCOCC2)c(Cl)cc1Cl	i	63.8
Cc1ccc(NC(=O)CN(C)C(=O)CSc2ccccc2F)cc1	i	48.3
CC(OC(=O)c1ccc(Cl)cc1)C(=O)NCC1CCCCC1 (stereo unspecified)	i	39.8
O=C(CN1C(=O)/C(=C/c2ccc(C(F)(F)F)cc2)Sc2ccccc21)NCCCN1CCOCC1	i	10.6
Cc1nnsc1S(=O)c1ccc(Cl)c(Cl)c1 (stereo unspecified)	i	48.7
O=C(COC(=O)C12CC3CC(CC(Br)(C3)C1)C2)Nc1ccc2[nH]c(=O)[nH]c2c1	i	5.6
CN(CC(=O)Nc1ccc(Cl)cc1)C1=NS(=O)(=O)c2ccccc21	i	41.0
O=C(CNS(=O)(=O)c1ccccc1)OCC(=O)c1ccc(Br)cc1	i	5.6
CC(C)CC(=O)Nc1cccc(-c2nc3ncccc3o2)c1	i	58.4
CC1Sc2ccc(S(=O)(=O)N(C)Cc3ccccc3)cc2NC1=O (stereo unspecified)	i	48.4
Cc1cc[n+](CC(=O)c2cccc([N+](=O)[O-])c2)c2ccccc12	i	18.7
Cc1cccc(C(=O)NCC(=O)OC(C)C(=O)Nc2ccc(Cl)cn2)c1 (stereo unspecified)	i	18.2
CCN(CC)C(=O)Cn1c(=O)n(Cc2ccc(F)cc2)c(=O)c2sccc21	i	46.4

Screening data: PubChem, NMMLSC
